# Compound activity from PubChem BioAssay.
# DTT redox prof: compounds producing H2O2 with reducing agent – biochemical, NIH compound library profiling, artefact control for MLSCN library redox annotation, primary screen; AID 878, 2007; activation, % at 10 µM; 0.03% of 200,000 active; DTT-dependent redox cycling H2O2, phenol red/HRP absorbance; 100% = 100 µM peroxide control, 0% = buffer;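 active = activation of at least 50% relative to the plate's high and low controls in the primary single-dose screen; inactive = activation below 50%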;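 note: compound incubated with DTT at 0.8 mM final as the reducing agent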
# bIAP inh: bovine intestinal alkaline phosphatase inhibitors, primary screen, selectivity assay for TNAP inhibitor project, biochemical, bovine IAP, CDP-star luminescence. alkaline phosphatase, intestinal [Bos taurus]. purified bovine IAP, 30 min. inhibition, % at 20 µM. 190,000 tested, under 10 active;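 active = over 50% inhibition of intestinal alkaline phosphatase at 20 µM in the single-dose screen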
#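 Assay system: bovine IAP enzyme; medium: DEA buffer 100 mM, pH 9.8, with MgCl2 1.0 mM, ZnCl2 0.02 mM; doses: 20 µM single dose; incubation: enzyme reaction for 30 min at room temperature; detection: CDP-star luminescence signal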
# PPARg SRC1 recr: PPARgamma agonists recruiting SRC-1 coactivator, primary screen, biochemical; Peroxisome proliferator-activated receptor gamma (Homo sapiens), P37231; PPARgamma-SRC-1 coactivator recruitment biochemical assay; activation, % at 8 µM; 0.41% of 200,000 active; AID 631, 2007; in the data active = activation above about 19%;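 note: 0% = DMSO and 100% = reference agonist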
# TR-FRET SRC-2 ct: TR-FRET signal artefacts, primary screen, artefact control for PPARgamma SRC-2 agonist project, biochemical; TR-FRET artefact counter-screen; hits give high values; AID 1049, 2008; 0.4% of 200,000 active; TR-FRET ratio at 8 µM; in the data active = TR-FRET ratio above about 2000; note: inactives centre near 1500
# ROMK primary: ROMK potassium channel modulators, primary screen, cell-based, thallium flux, MLSMR library; ATP-sensitive inward rectifier potassium channel 1 (Homo sapiens), P48048; Tet-inducible ROMK, thallium flux fluorescence; actives lie on both sides; B-score at 10 µM; 2% of 130,000 active; AID 1918, 2009;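 active = signal ratio slope over the read window, or its plate-corrected B-score, at least 3 SD from the plate mean, either direction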;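 note: B-score of the F/F0 ratio slope over 7 to 12 s after thallium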
# Target sequence (P48048 whole entry, looked up): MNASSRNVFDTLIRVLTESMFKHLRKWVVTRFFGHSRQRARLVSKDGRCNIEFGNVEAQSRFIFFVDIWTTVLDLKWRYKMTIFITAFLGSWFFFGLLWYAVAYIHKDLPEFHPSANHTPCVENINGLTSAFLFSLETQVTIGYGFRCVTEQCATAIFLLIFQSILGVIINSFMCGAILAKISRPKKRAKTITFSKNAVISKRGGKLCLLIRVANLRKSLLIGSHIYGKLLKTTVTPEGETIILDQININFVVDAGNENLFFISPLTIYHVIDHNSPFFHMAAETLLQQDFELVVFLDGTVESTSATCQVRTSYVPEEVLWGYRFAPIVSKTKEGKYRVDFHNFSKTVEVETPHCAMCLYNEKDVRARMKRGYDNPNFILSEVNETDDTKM
# RAM inhibit: inhibitors of the yeast RAM network, primary screen, dse1pr::URA3 reporter, 5-FOA selection. 1.8% of 190,000 active. S. cerevisiae dse1pr::URA3 reporter, 5-FOA growth OD615, 2 d; analog-sensitive cbk1-as2 kinase mutant strain. inhibition, % at 50 µM;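 active = inhibition above a set limit, 3 SD over mean compound inhibition, cut at about 8.4% in these data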;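 note: 0% = DMSO-only wells with no growth and 100% = 10 µM 1-NA-PP1 full growth; inhibition rescues growth on 5-FOA so higher OD means more RAM inhibition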
# Lmaj promast: Leishmania major promastigote growth inhibition, primary screen. Leishmania major promastigotes, resazurin fluorescence viability. inhibition, % at 10 µM. 9% of 200,000 active. AID 1063, 2008; in the data active = inhibition above about 50%;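 note: promastigotes grown with compound for 44 hours at 28 °C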
# Efa HMGR inh: inhibitors of E. faecalis class II HMGR, primary screen, biochemical, Enterococcus faecalis. purified E. faecalis HMGR, NADPH absorbance 340 nm kinetic. inhibition, % at 10 µM. 0.41% of 190,000 active. AID 1066, 2008;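 active = inhibition above a set limit, the median over all tested compounds plus 3 SD, cut at about 9.5% in these data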;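 note: enzyme runs in reverse so mevalonate oxidation gives rising NADPH absorbance; 0% = complete reaction with DMSO and 100% = background rate lacking mevalonate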
# PPARg SRC-3 ag: PPARgamma agonists recruiting SRC-3 coactivator, primary screen, biochemical. biochemical PPARgamma/SRC-3 coactivator recruitment assay. 0.26% of 200,000 active. Peroxisome proliferator-activated receptor gamma (Homo sapiens), P37231. activation, % at 8 µM; in the data active = activation above about 23%;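 note: 0% = DMSO and 100% = reference agonist; some compounds past the cut are filed as inactive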
# S1P3 antagonist: S1P3 receptor antagonists, primary screen, cell-based; CHO S1P3 NFAT-BLA reporter, FRET fluorescence, antagonist mode; Sphingosine 1-phosphate receptor 3 (Homo sapiens), Q99500; 0.27% of 170,000 active; AID 485, 2006; inhibition, % at 4.98 µM;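 active = inhibition above the plate cutoff, the mean inhibition of test wells on that plate plus 3 SD, cut at about 28% in these data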;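 note: cells challenged with S1P at its EC80 of 0.8 µM; blue over green emission ratio from cleaved BLA substrate after 4 h stimulation; 0% = S1P-stimulated wells and 100% = unstimulated DMSO-only wells; some compounds past the cut are filed as inactive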
# Target sequence (Q99500 whole entry, looked up): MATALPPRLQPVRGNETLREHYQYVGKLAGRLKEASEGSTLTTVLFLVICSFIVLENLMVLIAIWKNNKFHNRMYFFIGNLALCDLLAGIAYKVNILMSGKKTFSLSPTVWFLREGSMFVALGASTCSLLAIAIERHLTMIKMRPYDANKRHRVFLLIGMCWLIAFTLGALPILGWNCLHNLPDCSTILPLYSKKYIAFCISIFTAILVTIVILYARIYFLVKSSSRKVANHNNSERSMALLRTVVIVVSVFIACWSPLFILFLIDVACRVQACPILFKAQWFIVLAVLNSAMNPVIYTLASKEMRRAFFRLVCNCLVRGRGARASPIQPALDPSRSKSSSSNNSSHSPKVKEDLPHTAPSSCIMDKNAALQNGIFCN
# PPARg SRC2 recr: agonists of PPARg-SRC-2 recruitment, primary screen, biochemical, HTS; PPARgamma LBD-SRC-2 recruitment; Peroxisome proliferator-activated receptor gamma (Homo sapiens), P37231; activation, % at 8 µM; 0.34% of 200,000 active; in the data active = activation above about 22%;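 note: 0% = vehicle and 100% = reference agonist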
# * = called active by the depositor; · = no result given.
SMILES,DTT redox prof,bIAP inh,PPARg SRC1 recr,TR-FRET SRC-2 ct,ROMK primary,RAM inhibit,Lmaj promast,Efa HMGR inh,PPARg SRC-3 ag,S1P3 antagonist,PPARg SRC2 recr
COC(=O)NNC(=S)NCc1ccc(C)cc1,0.5,3,12,1402,·,-0.1,-5,-3,-2,-11,-2
CCc1ccc2oc(-c3cc(N)ccc3Cl)nc2c1,-2.3,3,5,1561,·,1.1,-4,-3,0,-16,12
COc1ccc(C(=O)O/N=C(/c2ccccc2)c2ccncc2)cc1,-0.1,4,-4,1651,-0.88,2.9,1,-2,2,-25,2
CC1CCCCC1NC(=O)CC1Oc2ccccc2NC1=O (stereo not drawn),-0.7,0,-4,1449,·,2.1,-3,1,2,-9,-9
CCOCC(=O)Nc1nnc(SCCOC)s1,1.2,14,1,1444,0.17,0.8,-5,-1,-1,-28,5
CC(C)(C)NC(=O)CN(C(=O)CCN1CCCc2ccccc21)C(C)(C)C,0.8,4,-3,1741,·,-0.1,-2,-1,3,·,5
CCc1nc2oc3ccccc3c(=O)c2c(=O)n1Cc1ccccc1,0.1,17,0,1456,-0.39,1.7,9,-2,-1,23,-5
CCCCCCCCCC[n+]1cccc(C(=O)N(CC)CC)c1,-0.3,-3,8,1590,-1.7,1.5,90*,-7,7,3,7
CC(NCc1ccc2c(c1)OCO2)C(=O)N1CCc2ccccc21 (stereo not drawn),0.5,22,-4,1457,·,1.1,-5,3,1,-10,-2
O=C(Nc1ccc(N2CCCC2)c(S(=O)(=O)Nc2cccc(C(F)(F)F)c2)c1)c1cccs1,0.2,-3,-1,1521,·,3.1,92*,-2,3,-7,5
CC(C)c1nc(Cl)c(C#N)c2c1CSC(C)(C)C2,-0.2,1,-1,1373,0.15,3.7,-2,-2,-2,12,-3
CCOc1cc(C(=O)N2CCCC2)cc(OCC)c1OCC,0.7,8,-5,1392,-0.04,-0.3,-1,2,9,10,-5
O=C(CSCc1ccccc1Br)NC1CC1,0.2,·,7,1578,0.85,0.2,-5,-7,3,12,4
Brc1ccccc1-n1nnc(-c2cccnc2)n1,-0.3,-9,10,1546,·,1.8,18,-4,-1,-14,8
N/C(Cc1ccc(Cl)cc1Cl)=N\OC(=O)Cc1cccs1,0.0,14,3,1708,-0.028,3.5,14,4,3,-16,4
Cc1ccc(C)c(NC(=O)c2ccc[n+](Cc3ccc([N+](=O)[O-])cc3)c2)c1,2.8,10,6,1683,·,0.0,-2,-10,4,·,4
NS(=O)(=O)c1ccc(NC(=O)CSc2nc3ccccc3n2-c2ccccc2)cc1,0.9,9,5,1564,·,1.6,-4,-3,-1,-10,10
O=C1CC(N2CCCCCC2)C(=O)N1c1ccc2c(c1)OCO2 (stereo not drawn),0.0,1,4,1423,·,0.7,-4,0,7,23,-2
COc1ccc(C2CC(=O)C(CS(=O)(=O)c3ccccc3)C(=O)C2)cc1 (stereo not drawn),-0.5,-8,5,1631,-0.015,1.0,-10,-5,6,-11,13
COc1cc(CCC(=O)OCC(=O)NC2CCCC(C)C2C)cc(OC)c1OC (stereo not drawn),-0.3,-5,3,1373,-0.0021,1.2,3,-7,2,2,-3
c1ccc(CN2CCN(CCOCCOc3ccc4c(c3)CCC4)CC2)cc1,-0.5,7,2,1525,-0.15,1.1,-2,1,3,-6,-4
CCOC(=O)C(C)Oc1cccc2c(=O)n(CC(=O)NCCc3ccc(OC)c(OC)c3)ccc12 (stereo not drawn),0.4,21,1,1503,-0.83,-0.1,-8,-2,5,-11,0
CC1CCN(CCn2c(=S)[nH]c3ncccc3c2=O)CC1,1.2,·,0,1568,·,·,8,·,-4,-18,5
CCN1CCN(CC(=O)N2N=C(c3ccc(OC)cc3)CC2c2ccc(OC)cc2)C(=O)C1=O (stereo not drawn),-0.3,-7,4,1485,-0.12,0.0,-7,3,2,-3,4

# Pulled one by one from above:
SMILES,DTT redox prof,bIAP inh,PPARg SRC1 recr,TR-FRET SRC-2 ct,ROMK primary,RAM inhibit,Lmaj promast,Efa HMGR inh,PPARg SRC-3 ag,S1P3 antagonist,PPARg SRC2 recr
COc1ccc(C2CC(=O)C(CS(=O)(=O)c3ccccc3)C(=O)C2)cc1 (stereo not drawn),-0.5,-8,5,1631,-0.015,1.0,-10,-5,6,-11,13
N/C(Cc1ccc(Cl)cc1Cl)=N\OC(=O)Cc1cccs1,0.0,14,3,1708,-0.028,3.5,14,4,3,-16,4
CCOCC(=O)Nc1nnc(SCCOC)s1,1.2,14,1,1444,0.17,0.8,-5,-1,-1,-28,5

# Other records follow.
SMILES,DTT redox prof,bIAP inh,PPARg SRC1 recr,TR-FRET SRC-2 ct,ROMK primary,RAM inhibit,Lmaj promast,Efa HMGR inh,PPARg SRC-3 ag,S1P3 antagonist,PPARg SRC2 recr
CCN=c1scc(-c2ccccc2)n1/N=C/c1ccccn1,0.4,20,-2,1455,·,0.9,-5,-5,1,2,1
CCOC(=O)c1c(C)[nH]c(C(=O)OCC(=O)c2c(N)n(C)c(=O)n(C)c2=O)c1C,-0.1,-1,0,1562,·,0.0,-2,4,-1,-24,-6
O=C(Cn1c(C(F)(F)F)nc2ccccc21)NCCCN1CCOCC1,0.6,6,-4,1356,·,0.2,-5,-7,6,·,4
CCN(CC)S(=O)(=O)c1cc(NC(=O)CCNC(=O)c2ccccc2Cl)ccc1C,-0.3,10,0,1290,0.76,1.6,9,0,-4,-14,-2
O=C(Nc1ccccc1N1CCOCC1)C1CCN(S(=O)(=O)c2ccccc2F)CC1,-0.2,24,6,1712,0.56,1.2,56*,-4,1,-6,-6
COc1cccc2c(=O)c3cccc(N)c3[nH]c12,0.1,5,8,1588,-0.55,-0.4,23,0,1,-3,10
O=C(CN1C(=O)C2CCCCC2C1=O)OCc1nnc(-c2ccccc2)o1 (stereo not drawn),3.5,-11,4,1599,0.71,0.7,-5,-3,3,7,6
CC(c1ccccc1)C1NC(C(=O)O)CS1 (stereo not drawn),2.1,7,-3,1527,0.63,0.1,-5,-2,-10,6,5
COC(=O)c1ccccc1NC(=O)CSc1[nH]c(=O)cc(C)c1C#N,0.0,13,0,1448,-0.0027,2.0,-9,-5,3,-3,10
Brc1ccc(OCCCCCN2CCOCC2)cc1,-0.9,5,-1,1526,-0.38,2.3,98*,2,4,5,8
COC(=O)C(C)Sc1nc2c(c(=O)[nH]c(=O)n2C)n1CCC(C)C (stereo not drawn),0.5,9,-2,1439,-2,1.2,-2,-7,1,-7,5
CC(C)CCOc1ccc(C(=O)N2CCCC2C(=O)O)cc1 (stereo not drawn),-0.2,5,-1,1524,0.71,0.6,-5,1,1,-4,1
CC(C)N1CCN(Cc2ccccc2-c2ccco2)CC1CCO (stereo not drawn),-0.2,5,-9,1578,-0.57,1.3,-3,-1,5,-7,1
Cc1noc(C)c1CSCC(=O)OCc1nc2ccccc2c(=O)n1CC#N,0.5,-2,5,1515,·,1.6,-6,-3,-3,·,1
COc1c2c(nc3occc13)C(CC=C(C)C)(OC)C(=O)C=C2 (stereo not drawn),-0.1,-15,2,1473,·,0.2,-1,1,-3,-6,-3
CC(C)n1c(C(O)c2ccc3c(c2)OCO3)nc2ccccc21 (stereo not drawn),0.2,-165,-5,1294,-1.8,-0.4,2,1,-4,5,4
CC(C)C1N(C(=O)CN2CCCCC2)CCN1S(=O)(=O)c1ccccc1 (stereo not drawn),-1.5,-3,-1,1335,-0.033,-1.4,5,-5,-2,6,-5
CCOc1ccc(C(C)NC(=O)C2CCCC2)cc1 (stereo not drawn),-1.0,-4,3,1453,-0.048,-1.2,-1,-3,-1,-12,-4
CC(=O)c1c(C(C)=O)c(C)n(C(c2ccccc2)c2ccccc2)c1C,-0.6,-23,-6,1432,·,3.5,6,-6,0,-3,7
Cc1ccccc1NC(=O)OCc1cccnc1Sc1ccc(Cl)cc1,3.3,6,-6,1443,·,9.9*,-3,-8,-7,·,-6
Clc1ccc(SCc2cc(-c3ccccc3)on2)cc1,2.3,41,5,1534,·,5.5,-5,1,-2,·,-3
O=C(O)c1ccc(NCc2ccc(Br)cc2)cc1,0.9,23,7,1636,0.84,0.1,-4,-6,-1,10,0
Cc1cccc(C(=O)NCCCN2CCCC2=O)c1,1.5,4,3,1504,·,1.6,-5,-3,-3,·,4
CSc1nnc(-c2cc[n+](C)cc2)n1CCO,-0.5,7,6,1458,-0.11,-0.9,-6,-2,0,-4,0
CCC(C)[C@H](NC(=O)OC(C)(C)C)c1nnc(SCc2c(C)[nH]c(=O)[nH]c2=O)o1 (stereo partly drawn),1.4,0,1,1733,·,0.3,0,0,1,·,-1
CCOc1ccc(NC2=NCC(=O)N2Cc2cccs2)cc1,-2.7,10,1,1674,·,0.5,-4,2,0,·,-2
CCN(CC)c1ccc(NC(=O)c2nc3nc(C)cc(C(F)F)n3n2)cc1,-0.3,4,6,1447,·,-0.5,3,1,14,-1,2
C=CCn1cc(/C=N/N2C(=O)C3C4C=CC(C4)C3C2=O)c2ccccc21 (stereo not drawn),-0.5,-7,-2,1385,0.028,2.7,10,-3,-4,-5,-8
CC1=CC(C)(C)n2c(O)c(N=NC(N)=S)c3cc(C)cc1c32,0.0,-1,9,1548,-0.91,2.1,27,-3,0,-8,2
COc1ccc(C(=O)CC(c2ccccc2)C2C(=O)CCCC2=O)cc1 (stereo not drawn),0.1,5,-1,1700,0.26,2.0,-4,-2,9,·,2
O=C1NC(=O)c2cc(NC(=O)C3CCCO3)ccc21 (stereo not drawn),-0.3,-2,1,1621,·,1.2,-3,-1,-1,·,8
CCCCOc1ccc(C2(C)CC(=O)NC2=O)cc1 (stereo not drawn),-0.8,23,8,1604,-1.2,0.4,-8,-2,0,-26,4
Fc1ccc(-c2nnc(CSc3nnc(-c4cccs4)o3)o2)cc1,0.2,12,0,1571,-0.022,0.1,42,4,3,·,5
O=C(COC(=O)c1ccccc1)Nc1ccccc1N1CCOCC1,1.5,10,0,1442,-0.13,2.5,-9,-12,-20,·,0
Cc1cc2cc(CCNC(=O)c3ccc(S(=O)(=O)N4CCOCC4)cc3)c(=O)[nH]c2cc1C,-1.6,7,4,1687,·,5.1,3,-1,-4,0,1
O=C(Nc1ccccc1Br)C1CC(=O)N(c2ccc3c4c(cccc24)CC3)C1 (stereo not drawn),-0.1,-6,4,1647,·,1.9,62*,-3,-1,-7,5
